NS5 inhibitors – flavivirus cap methylation enzyme inhibition – biochemical, confirmation dose response, primary screen (AID 588689); Dengue-2 NS5 methyltransferase capping enzyme assay, biochemical; higher % means a stronger effect; inhibition, % at 25 µM; hits with a dose series show IC50 in µM; hit rate 0.3% among 340,000; in the data active = a potency from the dose series; inconclusive = inhibition above about 29% without an active follow-up result
WT yeast gro inh – growth inhibition of WT yeast, mitochondrial fusion screen; inhibition, % at 10 µM; mitochondrial fusion phenotypic screen, WT strain; AID 1362; hit rate 2.1% among 190,000; in the data active = inhibition above about 58%; tested in S. cerevisiae
RSV antiviral HEp-2 – inhibition of RSV-induced cytopathic effect – HEp-2 cells, primary 10 µM value included (AID 2391); hit rate 0.13% among 310,000; HEp-2 cells, RSV-induced CPE inhibition; higher % means a stronger effect; CPE inhibition, % at 10 µM, or IC50 in µM where a hit was titrated; in the data active = a potency from the dose series; inconclusive = CPE inhibition mostly from about 23% at the one dose, without a potency; inactive = the rest, 99 in 100 with CPE inhibition below about 21%; also: strong numbers were not always called active
Autophagy HCS – autophagy modulation, high-content screen | calls only at 10 µM (by protocol) | hit rate 0.98% among 190,000 | AID 463193 | MEF GFP-LC3 puncta imaging; test concentration mostly 10 µM;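 active = percentage of spot-positive cells more than 3 SD above its plate mean, without a fluorescence outlier flag or 80% toxicity; inconclusive = no clear call, values can overlap the other calls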;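 also: spot-positive cell cutoff set from DMSO-treated cells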
UTI89 phage lysis – inhibition of K1F phage lysis, E. coli UTI89, bacterial capsule biogenesis inhibitors, alamar blue (AID 488966) | one-dose inhibition, % at 100 µM; IC50 in µM for titrated hits | E. coli UTI89 K1F phage lysis, alamar blue, 2 h; higher % means a stronger effect | hit rate 0.02% among 340,000;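 active = phage lysis inhibition, versus mean bacterial control, above a set limit; inconclusive = no clear call, values can overlap the other calls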;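 also: capsule biogenesis inhibitors block K1F phage lysis so surviving cells raise fluorescence; higher fluorescence means more inhibition of phage lysis; actives were called in the ten point dose series up to 300 µM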
AID2073 – disruptors of CaV2.2 binding to Mint1 – biochemical, HTRF (AID 2073). inhibition, % at 20 µM, or IC50 in µM where a hit was titrated. HTRF protein-protein interaction, Mint1-CaV2.2; higher % means a stronger effect. hit rate 0.19% among 290,000; in the data active = inhibition mostly above about 51%, no sharp cut-off; inconclusive = no clear call, values can overlap the other calls; inactive = mostly below about 53%; also: some results filed as inactive read as strong as hits
NTR1 ag – agonists of NTR1, primary screen, imaging, U2OS cells, beta-arrestin-GFP, high content (AID 493036); P30989; NTR1-U2OS beta-arrestin-GFP spot imaging, agonist mode; activation, % at 20 µM; hit rate 0.17% among 330,000;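 active = activation at or above 40% of the spot to cytoplasm intensity ratio, with at least 20 cells analyzed; inconclusive = wells under 20 cells, flagged as cytotoxic or low count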;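 also: 0% = DMSO without peptide and 100% = 100 nM NTR1 peptide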
Target sequence (P30989 whole entry, looked up): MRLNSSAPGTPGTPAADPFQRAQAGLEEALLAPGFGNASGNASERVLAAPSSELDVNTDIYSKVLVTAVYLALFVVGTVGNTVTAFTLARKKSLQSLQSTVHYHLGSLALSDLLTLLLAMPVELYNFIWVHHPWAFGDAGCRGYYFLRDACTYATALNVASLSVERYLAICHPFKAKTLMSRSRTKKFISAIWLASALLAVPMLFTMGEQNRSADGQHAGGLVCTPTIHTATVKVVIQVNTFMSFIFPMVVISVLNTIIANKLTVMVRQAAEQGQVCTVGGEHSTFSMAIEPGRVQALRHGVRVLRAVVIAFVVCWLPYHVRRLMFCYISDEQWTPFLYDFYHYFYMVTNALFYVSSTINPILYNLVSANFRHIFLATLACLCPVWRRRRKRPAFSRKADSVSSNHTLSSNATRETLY
GPR35 arrestin U2OS – inhibition of zaprinast-stimulated GPR35 beta-arrestin translocation – imaging, U2OS, beta-arrestin-GFP, zaprinast agonist, primary screen (AID 2058); U2OS GPR35 beta-arrestin-GFP translocation imaging, zaprinast antagonism; higher % means a stronger effect; hit rate 0.052% among 290,000; inhibition, % at 10 µM; hits with a dose series show IC50 in µM;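 active = inhibition of at least 50% with at least 30 cells and total cytoplasm GFP at most 10,000,000; inconclusive = under 30 cells or total GFP of 10,000,000 plus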
LYP phosphatase – PTPN22 lymphoid phosphatase activity blockers – biochemical, fluorescence intensity, uHTS (AID 1779). inhibition, % at 11.5 µM; hits with a dose series show IC50 in µM. recombinant LYP phosphatase, fluorescence intensity; higher % means a stronger effect. hit rate 0.054% among 290,000; in the data active = inhibition above about 50%;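 also: plate controls were vehicle with enzyme for no effect and no enzyme for full effect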
WT yeast gro inh mutant strain – also measured in WT yeast gro inh; calls as there; inhibition, %; mitochondrial fusion phenotypic screen, mutant strain inhibition
Autophagy HCS cell loss 18 h – also measured in Autophagy HCS; calls as there; toxicity, %; measured here: cell loss, nuclei count;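 cell loss after 18 h compound exposure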
NTR1 ag cell count 20 µM – further read-out of NTR1 ag, marked with its call; cell count; measured here: cell count, cytotoxicity flag
The depositor's hits bear a star; i = inactive; ? = inconclusive; nt = not tested or not shown; [ ] = dose if it differs, or a comment.

No. | compound | NTR1 ag cell count 20 µM | NS5 inhibitors | LYP phosphatase | NTR1 ag | Autophagy HCS cell loss 18 h | WT yeast gro inh mutant strain
1 | CN(C(=O)C1CCC1C(=O)O)c1nc(-c2ccc(Cl)s2)cs1 (centres undefined) | 54 | 7% | -7% | 0.2 | nt | nt
2 | Cc1cccc(CNC(=O)CCc2nnc(C3CCCCC3)o2)c1 | 61 | -2% | -2% | 1.7 | 26 | 3
3 | CCc1nnc(NC(=O)c2ccc(-c3ccccc3F)o2)s1 | 75 | -4% | -3% | 3.5 | -2 | -8
4 | CC(NCc1ccc(S(N)(=O)=O)cc1)C(=O)N1c2ccccc2CC1C (centres undefined) | 70 | -6% | -8% | 1.9 | nt | nt
5 | COc1cc(S(=O)(=O)N2CCN=C2c2ccccc2)c(OC)cc1Cl | 50 | -6% | -9% | 0.7 | nt | nt
6 | COC(=O)C(NC(=O)Nc1ccccc1OC)C(C)C (centres undefined) | 89 | -5% | -5% | -3.0 | -4 | 13
7 | N[C@@H](Cc1cc(I)c(O)c(I)c1)C(=O)O | 50 | -7% | 0% | 2.0 | -2 | -3
8 | Cc1nc2sccn2c(=O)c1S(=O)(=O)NCc1ccccc1Cl | 57 | -1% | -9% | -0.8 | nt | nt
9 | CC(C)c1ccc(NC(=O)COC(=O)[C@H](CCC(N)=O)NC(=O)c2ccc(F)cc2)cc1 | 51 | -3% | -7% | 0.7 | 8 | -5
10 | Cc1ccc(NC(=O)CC2SC(=O)NC2=O)cc1 (centres undefined) | 52 | 1% | -4% | -0.2 | 16 | 25

No. | UTI89 phage lysis | RSV antiviral HEp-2 | Autophagy HCS | GPR35 arrestin U2OS | WT yeast gro inh | AID2073
1 | -1.2% | 9.4% | nt | -2% | nt | 6%
2 | -0.1% | 2.8% | i | 2% | -6 | 2%
3 | 0.4% | -0.1% | i | 6% | 17 | 29%
4 | 0.0% | -1.0% | nt | -12% | nt | -4%
5 | 0.7%[50 µM] | 0.6% | nt | 6% | nt | -4%
6 | i | 0.2% | i | -20% | 28 | -5%
7 | 0.5% | 0.4% | i | -11% | -5 | 31%
8 | 0.1% | 1.4% | nt | -4% | nt | 10%
9 | 4.1% | 0.5% | i | -8% | -2 | -1%
10 | 1.9%[50 µM] | 2.0% | i | nt | -7 | -2%

Following part
No. | compound | NTR1 ag cell count 20 µM | NS5 inhibitors | LYP phosphatase | NTR1 ag | Autophagy HCS cell loss 18 h | WT yeast gro inh mutant strain
11 | Cc1ccc(/C=N/NC(=O)CSc2nc3nc(C)cc(C)n3n2)cc1 | 50 | -1% | -6% | 2.7 | 2 | -8
12 | CCOC(=O)Cc1nn(CCc2ccccn2)c(=O)c2ccccc12 | 58 | nt | -4% | 1.5 | 6 | 3
13 | COc1ccc(C(=S)N2CCC(C(N)=O)CC2)cc1Br | 29 | -2% | 2% | 0.6 | -8 | 8
14 | O=C(NCC1CCCO1)c1ccc(C(=O)NCC2CCCO2)cc1 (centres undefined) | 44 | 2% | 0% | 1.3 | 4 | -11
15 | O=C(CN1C(=O)C(=O)c2ccccc21)NC1CCCCC1 | 79 | 3% | -2% | 0.3 | 1 | -10
16 | Cc1ccc2[nH]c3c(c2c1)CCCC3C(N)=O (centres undefined) | 53 | 0% | -5% | -0.6 | -12 | 12
17 | Cc1ccc(OCC(O)CN2CCN(CC(O)COc3ccc(C)cc3)CC2)cc1 (centres undefined) | 83 | 0% | -6% | -0.3 | -1 | 18
18 | O=C(NO)c1cc(OCC(F)(F)F)ccc1OCC(F)(F)F | 100 | 2% | -6% | 0.3 | -29 | 4
19 | CCc1ccc[n+](-c2[nH]c(=O)sc2/C=N/NC([S-])=Nc2ccccc2)c1 | 40 | ? | 0% | -1.5 | 6 | -5
20 | Cc1cc(F)ccc1S(=O)(=O)N1CCC2(CC1)OCCN2S(=O)(=O)c1cccs1 | 60 | 3% | nt | 0.8 | nt | nt

No. | UTI89 phage lysis | RSV antiviral HEp-2 | Autophagy HCS | GPR35 arrestin U2OS | WT yeast gro inh | AID2073
11 | 2.5% | 1.6% | i | -1% | -29 | -24%
12 | 0.4% | 3.4% | i | -3% | -3 | -6%
13 | -0.8% | -0.7% | i | -8% | -6 | 2%
14 | -0.5% | -1.0% | i | -2% | 5 | 4%
15 | 0.0% | 0.4% | i | 25% | 0 | -4%
16 | -0.4% | ? | i | -9% | -6 | 5%
17 | 0.4% | -2.2% | i | -3% | 3 | ?
18 | 0.0% | -0.6% | i | -7% | 18 | -2%
19 | -1.2% | 2.4% | i | 21% | 21 | -23%
20 | 0.4%[50 µM] | 22% | nt | nt | nt | nt

Next part
No. | compound | NTR1 ag cell count 20 µM | NS5 inhibitors | LYP phosphatase | NTR1 ag | Autophagy HCS cell loss 18 h | WT yeast gro inh mutant strain
21 | O=C(CSc1cccc[n+]1[O-])Nc1cccc(Oc2ccccc2)c1 | 49 | -5% | -2% | -0.7 | -2 | 1
22 | CCOc1ccc(N2CCc3c(C)nc(SC)nc32)cc1 | 83 | nt | -6% | 7.6 | 1 | -1
23 | COc1ccc(CNC(=O)CCC2N=C3c4ccccc4N=C(SCC(=O)NCC4CCCO4)N3C2=O)cc1 (centres undefined) | 62 | -6% | -13% | -0.4 | nt | nt
24 | Cc1ccc(N(C(=O)c2csnn2)C(C(=O)NC2CCCCC2)c2ccccn2)cc1 (centres undefined) | 38 | 0% | -8% | -0.6 | nt | nt
25 | [O-][n+]1ccc(OCc2ccccc2)cc1 | 41 | -3% | nt | -0.4 | nt | nt
26 | CCCCCn1c(=S)[nH]c2cc(C(=O)N3CCCC3)ccc2c1=O | 43 | 2% | 1% | 1.0 | 19 | 8
27 | O=C(c1cccc(S(=O)(=O)N2CCCCC2)c1)N(CCc1ccccc1)Cc1ccccc1 | 54 | 4% | nt | 3.4 | nt | nt
28 | FC(F)(F)c1ccccc1CNCc1ccc2c(c1)OCO2 | 90 | 3% | -5% | 0.2 | nt | nt
29 | Cc1ccc(C)c(NS(=O)(=O)c2cc(C(N)=O)ccc2C)c1 | 53 | -4% | -18% | 1.5 | 0 | -2
30 | COc1ccccc1CNC(=O)COC(=O)c1nccnc1N | 42 | -7% | -10% | 1.0 | nt | nt

No. | UTI89 phage lysis | RSV antiviral HEp-2 | Autophagy HCS | GPR35 arrestin U2OS | WT yeast gro inh | AID2073
21 | 0.3% | 2.4% | i | -11% | -16 | 5%
22 | 0.4% | -0.6% | i | 12% | 10 | 9%
23 | 1.2% | -0.6% | nt | 8% | nt | -4%
24 | 0.3% | 1.7% | nt | -3% | nt | 2%
25 | -0.1% | 1.6% | nt | nt | nt | nt
26 | 0.3% | 2.4% | i | -8% | 1 | -23%
27 | -0.7%[50 µM] | ? | nt | nt | nt | nt
28 | 1.7%[50 µM] | -0.4% | nt | -3% | nt | -2%
29 | 0.0% | -1.6% | i | -6% | -7 | 1%
30 | -1.1%[50 µM] | -0.3% | nt | -6% | nt | 15%

Entries of single compounds, looked up by structure. Order of values: NTR1 ag cell count 20 µM | NS5 inhibitors | LYP phosphatase | NTR1 ag | Autophagy HCS cell loss 18 h | WT yeast gro inh mutant strain | UTI89 phage lysis | RSV antiviral HEp-2 | Autophagy HCS | GPR35 arrestin U2OS | WT yeast gro inh | AID2073
[O-][n+]1ccc(OCc2ccccc2)cc1 reads 41 | -3% | nt | -0.4 | nt | nt | -0.1% | 1.6% | nt | nt | nt | nt
CCOc1ccc(N2CCc3c(C)nc(SC)nc32)cc1 reads 83 | nt | -6% | 7.6 | 1 | -1 | 0.4% | -0.6% | i | 12% | 10 | 9%
COc1ccccc1CNC(=O)COC(=O)c1nccnc1N reads 42 | -7% | -10% | 1.0 | nt | nt | -1.1%[50 µM] | -0.3% | nt | -6% | nt | 15%
Cc1ccc(C)c(NS(=O)(=O)c2cc(C(N)=O)ccc2C)c1 reads 53 | -4% | -18% | 1.5 | 0 | -2 | 0.0% | -1.6% | i | -6% | -7 | 1%
COc1ccc(CNC(=O)CCC2N=C3c4ccccc4N=C(SCC(=O)NCC4CCCO4)N3C2=O)cc1 (centres undefined) reads 62 | -6% | -13% | -0.4 | nt | nt | 1.2% | -0.6% | nt | 8% | nt | -4%

Next part:
No. | compound | NTR1 ag cell count 20 µM | NS5 inhibitors | LYP phosphatase | NTR1 ag | Autophagy HCS cell loss 18 h | WT yeast gro inh mutant strain
31 | Cc1cccc(-n2c(-c3ccncc3)n[nH]c2=S)c1 | 43 | -15% | -1% | -0.7 | -4 | -1
32 | CSCCC1NC(=O)N(CC(=O)Nc2cc(C)on2)C1=O (centres undefined) | 45 | -2% | nt | 6.9 | nt | nt
33 | Cc1cccc(N2CC(C(=O)NCCC3=CCCCC3)CC2=O)c1C (centres undefined) | 35 | -5% | nt | 1.1 | nt | nt
34 | O=C(Cc1ccc(Cl)cc1)Nc1ccc2oc(-c3ccncc3)nc2c1 | 56 | -7% | -6% | 4.5 | -3 | -4

No. | UTI89 phage lysis | RSV antiviral HEp-2 | Autophagy HCS | GPR35 arrestin U2OS | WT yeast gro inh | AID2073
31 | 1.4% | 1.2% | i | -6% | -9 | 6%
32 | 0.8%[50 µM] | 1.6% | nt | nt | nt | nt
33 | 1.5%[50 µM] | -1.0% | nt | nt | nt | nt
34 | 5.5% | 10% | i | 11% | 9 | 17%
